# PDI inh = inhibitors of human protein disulfide isomerase. P07237. hit rate 0.052% among 350,000. inhibition, % at 10 µM. PDI insulin aggregation turbidity, A650, 90 min;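 active = mean inhibition across replicates of 30% or more, whatever share of single replicates reach that level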;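 also: absorbance from insulin aggregation driven by PDI reduction with DTT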
# Target sequence (P07237 whole entry, looked up): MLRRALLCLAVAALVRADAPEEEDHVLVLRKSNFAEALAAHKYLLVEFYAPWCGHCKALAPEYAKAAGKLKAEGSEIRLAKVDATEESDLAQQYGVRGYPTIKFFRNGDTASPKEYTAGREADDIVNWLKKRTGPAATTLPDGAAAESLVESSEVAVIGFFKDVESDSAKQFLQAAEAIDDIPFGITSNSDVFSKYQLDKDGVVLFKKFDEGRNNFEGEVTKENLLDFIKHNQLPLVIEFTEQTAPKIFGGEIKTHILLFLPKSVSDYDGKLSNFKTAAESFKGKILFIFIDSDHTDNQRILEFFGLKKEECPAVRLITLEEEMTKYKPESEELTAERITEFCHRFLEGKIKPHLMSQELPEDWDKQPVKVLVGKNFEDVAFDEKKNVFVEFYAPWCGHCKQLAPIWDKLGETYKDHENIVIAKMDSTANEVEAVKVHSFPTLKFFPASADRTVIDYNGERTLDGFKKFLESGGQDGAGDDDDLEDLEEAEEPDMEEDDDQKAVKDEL
# CaV13 ICDI inh = Primary screen for inhibitors of IQ motif and Ca2+-dependent inactivation inhibitor domain binding in CACNA1D, Förster resonance energy transfer in living cells, …. hit rate 0.098% among 340,000. AID 743397. inhibition, % at 12.3 µM. HEK cells, CFP/YFP FRET ICDI-IQ, plate reader, 10 min; percent FRET-ratio fall versus neutral wells;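 active = mean replicate inhibition of at least 30% and at least 1% of replicates passing that level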;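 also: 0% = median of the neutral control wells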
# Vif imaging = blocks HIV Vif function. hit rate 0.35% among 340,000. inhibition, % at 7.49 µM. HEK293T cells, Vif self-association by quenched fluorescence, imaging, 24 h. AID 602346; in the data active = inhibition above about 50%, passing the limit was not always enough; also: some results filed as inactive read as strong as hits
# NR2E3 ag-1 = NR2E3 (human) agonism; hit rate 0.12% among 320,000; AID 2300; Q9Y5X4; GST-NR2E3/biotin-RetCOR TR-FRET, 1536-well; inhibition of corepressor binding, % at 4.78 µM;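 active = percent inhibition above the cutoff of mean plus 3 SD of all tested compounds, set per screening campaign, cut at about 20% in these data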;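 also: 0% = DMSO wells and 100% = biotin wells as full block of FRET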
# Target sequence (Q9Y5X4 whole entry, looked up): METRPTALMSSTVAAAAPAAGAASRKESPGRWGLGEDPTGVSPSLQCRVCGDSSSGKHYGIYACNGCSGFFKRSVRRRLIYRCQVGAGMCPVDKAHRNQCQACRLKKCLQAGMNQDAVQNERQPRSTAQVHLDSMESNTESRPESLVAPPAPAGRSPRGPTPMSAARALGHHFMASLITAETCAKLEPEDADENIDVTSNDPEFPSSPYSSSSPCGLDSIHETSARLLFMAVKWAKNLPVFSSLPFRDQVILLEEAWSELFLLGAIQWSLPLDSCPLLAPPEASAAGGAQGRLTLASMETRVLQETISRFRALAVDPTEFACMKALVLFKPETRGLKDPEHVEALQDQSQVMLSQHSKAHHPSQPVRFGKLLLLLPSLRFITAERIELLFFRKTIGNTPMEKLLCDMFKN
#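 Assay system: NR2E3–RetCOR corepressor complex. Quantity: 1.35 nM GST-NR2E3. Buffer or medium: pH 7.5 Tris-based buffer. Reagent: biotinylated RetCOR corepressor at 7 nM final. Schedule: 5 h at 4 °C. Detection: TR-FRET, emission read at 617 and 671 nm. Replicates: one well per compound, singlicate testing.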
# Shn3 3UTR inh = Schnurri-3 reporter inhibition in Clone20 osteoblasts. inhibition, % at 12.5 µM. AID 588674. hit rate 0.52% among 360,000. Clone20 osteoblast Shn3 3'UTR firefly luciferase, 24 h;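 active = mean inhibition of at least 75% with every replicate also reaching 75%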;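 also: 0% = median of neutral control wells and 100% = pilot-screen positive control compound; some compounds past the cut are filed as inactive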
# MITF TRPM1 inh = inhibitors of MITF-driven TRPM1 promoter in melanoma cells | SK-MEL-5 TRPM1 promoter luciferase, 24 h | hit rate 0.83% among 330,000 | AID 488899 | inhibition, % at 12.5 µM;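 active = mean inhibition across replicates of 60% or more, whatever share of single replicates reaches that level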; also: values of inactives mirror those of a sister screen read the other way
# NR2E3 ag-2 = human photoreceptor-specific nuclear receptor agonism; AID 602229; CHO-S Gal4-NCOR/VP16-NR2E3 two-hybrid, luciferase; Q9Y5X4; inhibition of corepressor binding, % at 3.98 µM; hit rate 0.35% among 360,000;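 active = inhibition above the mean of all tested compounds plus 3 SD, cut at about 70% in these data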;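 also: 0% = DMSO with NR2E3 transfected cells and 100% = cells lacking NR2E3 construct; higher means lower luciferase signal from less NR2E3 corepressor binding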
# Peg3 promoter = reduces Peg3 promoter-driven luciferase expression in HeLa. HeLa PEG-Prom luciferase reporter, luminescence, overnight. hit rate 1.7% among 360,000. inhibition, % at 20 µM;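 active = inhibition of at least 50% at 20 µM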
# CF NFkB block = inhibitors of cystic fibrosis induced NF-kB. KKLEB NF-kB-GFP reporter, PAF-induced, GFP fluorescence overnight. hit rate 0.86% among 360,000. inhibition, % at 5 µM;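 active = at least 50% inhibition at 5 µM, scaled per plate between neutral and stimulator controls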;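 also: PAF is a Pseudomonas aeruginosa culture filtrate used as stimulus; plate controls were PAF-stimulated DMSO wells for no effect and unstimulated DMSO wells for full effect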
# KKLEB tox = counter-screen for CF NF-kB inhibitors: cytotoxicity; KKLEB CF airway cells viability, ATPlite luminescence, overnight; active compounds read low; cells stimulated with P. aeruginosa culture filtrate; activity change (cytotoxicity), % at 5 µM; hit rate 0.36% among 360,000;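 active = corrected activity change at or below -50% at 5 µM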
# HIF-2a block = blocks HIF-2a reporter activity | 786-0 RCC cells HIF-2a reporter, luciferase luminescence, overnight | inhibition, % at 18.8 µM | hit rate 0.72% among 360,000 | AID 624352;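 active = inhibition of the luminescence signal of 40% or more relative to plate controls, in a single-dose primary screen at 18.75 µM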
# Numbers without * were called inactive; nt = not tested or not shown. This is a random part of the collection, and some 3.3% of all compounds hit somewhere here.
SMILES,PDI inh,CaV13 ICDI inh,Vif imaging,NR2E3 ag-1,Shn3 3UTR inh,MITF TRPM1 inh,NR2E3 ag-2,Peg3 promoter,CF NFkB block,KKLEB tox,HIF-2a block
COc1ccc(C(=O)NCC(=O)N/N=C/c2c(C)[nH]c3ccccc23)cc1OC,6,-4,-9,-3,12,1,-14,18,5,1,24
COc1ccc(-c2cn3cccnc3n2)cc1Br,-5,-3,0,2,-38,-78,-50,-139,-9,0,-128
COc1ccc(CCN=Cc2c(C)[nH]n(-c3ccc([N+](=O)[O-])cc3)c2=O)cc1OC,2,3,nt,2,6,12,-8,0,-20,-7,16
Cc1ccc(CCS(=O)(=O)c2ccc(C(C)(C)C)cc2)cn1,1,-4,-9,2,34,16,31,5,0,10,18
CCCOc1ccc(CNC(=O)C2CCN(c3nn4c(=O)cc(C)nc4s3)CC2)cc1,15,-5,10,-7,-8,6,-5,-5,4,-12,4
Cc1c(Br)c([N+](=O)[O-])nn1C(C)C(=O)N1CCc2ccccc2C1 (configuration not stated),7,-5,0,2,2,-6,-30,17,26,-1,28
O=C(COc1cc(=O)n2c(n1)SCCC2)c1ccccc1,10,-3,3,3,-5,-9,-19,-21,1,6,-53
CCC(=O)N(Cc1cc(=O)[nH]c2ccccc12)c1ccc(OC)cc1,1,-3,-9,-4,8,19,-21,22,-4,-4,15
CCOC(=O)COc1ccc(S(=O)(=O)N2CCc3ccccc3C2)cc1,-6,-5,8,4,-7,-8,-10,8,16,-10,44*
CCC1CCCCN1CCCNS(=O)(=O)c1ccc2c(c1)oc(=O)n2C (configuration not stated),10,-7,6,4,-13,11,-21,-10,-18,1,3
Clc1cccc(CN2CCC3CC2c2cc(N4CCCCC4)ccc23)c1 (configuration not stated),0,-4,-2,nt,11,-7,-10,-1,6,-1,5
Cc1c2c([n+]3n1CCC3)CC(C)(C)CC2=O,4,-7,nt,1,-14,2,-20,8,12,-10,-1
CCCCn1c(=O)c2ccccc2c2ccccc2c1=O,1,-5,-7,-3,4,5,7,6,7,-8,16
CC/C(=N\O)c1ccc(OC)c(OC)c1,8,0,-8,0,-14,2,-7,-2,26,-7,-11
COc1ccc(C2OC(=O)CC2C(=O)NCc2ccccc2Cl)cc1OC (configuration not stated),-3,7,6,2,12,-4,2,-2,18,-7,14
CC(=O)NC(=S)NNC(=O)CCc1ccccc1,9,-4,5,1,-6,0,-24,9,-4,6,19
Cc1cn([C@H]2C[C@H](O)[C@@H](CNC(=O)[C@H](N)Cc3cccnc3)O2)c(=O)[nH]c1=O,11,-11,-1,nt,-23,nt,-20,-4,-4,8,4
Cn1c(=O)c(C(=O)CN2CCCc3ccccc32)c(N)n(Cc2ccccc2)c1=O,-2,-1,11,5,0,25,0,10,-9,0,-21
Cc1ccc(CSCc2ccc(C(=O)O)o2)cc1,1,-4,-13,-1,-16,9,-30,-4,-12,3,9
Cc1ccc(OCC(=O)Nc2ccccc2Sc2ccccc2)c([N+](=O)[O-])n1,-19,-3,-2,0,-16,10,-13,12,-6,-12,5
COc1ccc(C(=O)Nc2cccc(OC(=O)c3ccco3)c2)cc1,5,-5,13,0,-102,-114,-37,-285,-5,5,-207
Cc1noc(C)c1S(=O)(=O)Nc1ccc(C(=O)NCCc2ccccc2)cc1,4,-5,15,-2,-4,-2,-13,10,10,2,-1
CCC(c1nnnn1Cc1ccco1)N(Cc1cc2cc(OC)ccc2[nH]c1=O)C1CCCCC1 (configuration not stated),10,nt,11,-1,4,7,-34,-30,13,-2,-1
O=[N+]([O-])c1cccc(C=Nc2cccc3ccccc23)c1O,-4,-6,-2,1,4,28,-36,12,7,12,0
CCN(Cc1ccccc1)S(=O)(=O)c1c(C)[nH]c(C)c1C(=O)N1CCCCC1,15,-16,0,0,4,-3,-1,9,10,0,-1
Cc1ccccc1Cn1nc(C)c(NC(=O)c2noc3c2CCc2ccccc2-3)c1C,7,-6,-5,0,10,-4,29,15,1,0,-1
Nc1cc(Cl)nc(N/N=C/c2c(O)ccc3ccccc23)n1,10,-5,-5,-3,69,-19,-93,-120,-20,-13,-238
CC(C)(C)OC(=O)N1CCC(c2c(C(=O)NCC3CCN(C4CCCC4)C3)cnn2-c2cccc(Cl)c2)CC1 (configuration not stated),8,-15,0,0,11,-12,-2,-5,8,2,11
Clc1ccc(-c2ccnc(Oc3cc(Cl)ccc3Cl)n2)cc1,-5,-5,-12,2,18,-16,-9,28,-14,-1,5
CCCCOC(=O)CSc1nc(N)c(C#N)c(-c2ccc(OC)cc2)c1C#N,-8,-4,19,0,-8,11,-4,19,-6,4,31
CC(=O)c1cc(CN2CCN(C(C)C)C(CCO)C2)cs1 (configuration not stated),6,-1,3,1,-25,11,-34,3,-11,-8,10
O=C(CN1C(=O)NC2(CCCCCC2)C1=O)c1ccccc1,10,nt,3,1,1,5,-52,-32,-21,-9,-34
COc1ccc(NC(=O)CN2C(=O)NC(C)(c3ccc(C)cc3)C2=O)cn1 (configuration not stated),-28,-16,2,0,55,0,17,-5,8,2,18
CC1CCC(N2CCNCC2)CC1 (configuration not stated),-7,-4,-2,1,5,3,-8,2,-6,1,13
CSc1ccc2nnc(-c3cccc(F)c3)n2n1,17,-5,nt,1,-5,-4,-8,14,-25,-1,-8
C=CCn1c(CNC(=O)c2ccccc2F)nnc1SCC(=O)N1CCOCC1,-13,-6,-2,-3,-3,-2,13,9,0,7,8
Cc1cc(F)ccc1NC(=O)C(C)n1c2ccccc2c2nc(=O)cc(C)n21 (configuration not stated),0,-3,-3,2,20,8,0,12,8,-6,18
CCCCn1c(=O)c(CCC(=O)OCC(=O)Nc2cccc3ccccc23)nc2ccccc21,-1,-3,-2,-1,-23,-5,15,21,3,-2,13
CCOc1ccc(NC(=O)NC(=O)N(C(C)C)S(C)(=O)=O)cc1,0,nt,0,2,7,-3,-19,9,3,0,-4
O=C(NCc1ccc(Cl)cc1)c1ccncc1,-1,-8,4,2,-4,5,0,7,3,0,14
CCOC(=O)C1CCN(S(=O)(=O)c2ccc(C)c(C)c2)CC1,2,-16,-2,0,-20,1,-10,3,-5,2,2
CN(Cc1ccccc1)C(=O)CCC1CCN(C(=O)c2ccco2)CC1,5,-7,132*,nt,19,nt,-4,-3,-5,-2,-8
Cc1ccc2oc(C(=O)N(Cc3ccccc3)C3CCS(=O)(=O)C3)c(C)c2c1 (configuration not stated),-2,-6,3,nt,18,-1,-37,4,4,-1,9
CCn1c(SCC(=O)NC2CC2)nnc1C(C)Oc1ccccc1 (configuration not stated),-2,-6,4,3,-15,1,0,-2,-7,3,8
COc1cc(OC)cc(C(=O)Nc2cccc(NC(=O)c3ccccc3)c2)c1,8,-18,-5,0,11,4,1,-17,1,8,-42
CCOc1ccc(NC(=O)CN(C)C(=O)C2=COCCO2)cc1OCC,4,-1,-11,0,0,-5,26,-13,9,4,10
CC(=O)NCc1ccc(C(=O)CCl)cc1,3,-7,-3,-1,3,29,-24,53*,2,14,15
COC(=O)C(N)CCCCN (configuration not stated),nt,nt,-2,2,6,5,-11,8,-14,-11,11
CC(=O)c1cc2c(cc1NC(=O)Cn1nc(C)c(C)c(C#N)c1=O)OCO2,-3,-2,-1,-5,2,9,2,-6,6,-6,2
Cc1ccc(/C=C2\SC(=S)N(NS(=O)(=O)c3ccc(C)cc3)C2=O)cc1,-2,-19,-3,3,10,-6,3,11,7,14,17
CCc1ccc(-c2cc(C(=O)NCc3ccccn3)c3ccccc3n2)cc1,5,-5,-14,3,-5,-45,-84,-163,-16,-15,-177
COc1ccc(NC(=O)Nc2ccc3c(c2)C(=O)N([C@H](C)CO)C[C@H](C)[C@@H](CN(C)S(=O)(=O)c2ccccc2)O3)cc1,-2,-6,-1,nt,0,-4,-30,3,-24,18,12
Cc1ccccc1Cn1cc(NC(=O)c2noc3c2CC(C(C)(C)C)CC3)cn1 (configuration not stated),-7,-8,-13,1,25,1,16,15,-10,4,-37
CC1CCN(c2nc3ccc(C(=O)N4CCN(Cc5ccc6c(c5)OCO6)CC4)cc3s2)CC1,4,-6,-5,-1,-13,1,-44,-62,-23,1,-131
Cc1cc(N2C(=O)C(O)=C(C(=O)c3ccc(C)o3)C2c2cccc(Cl)c2)no1 (configuration not stated),-4,-5,-4,nt,13,nt,-3,1,-19,8,13
Cn1nc(C(=O)NCC(=O)Nc2ccc(F)c(F)c2)ccc1=O,-3,-2,nt,nt,2,nt,20,6,-2,-1,15
COC(=O)CSc1nc(C)c(C(=O)Nc2ccccc2C)c(-c2ccc(Cl)cc2)c1C#N,7,-19,-15,-1,17,5,-17,17,-25,2,24
Cc1ccc(NC(=S)N(CCN2CCOCC2)Cc2cc3cc4c(cc3[nH]c2=O)OCCO4)cc1,3,3,-13,0,7,11,0,24,33,-28,18
CCOc1ccccc1C(=O)Nc1ccc(-n2nncc2C(C)(C)C)cc1,-3,-2,-8,-6,26,9,-2,29,13,-8,10
CC(C)c1ccccc1NC(=O)COC(=O)CCN1C(=O)/C(=C\C=C\c2ccccc2)SC1=S,-2,-22,-5,4,35,63*,-3,-3,-15,14,82*

# Records above that bear a hit mark in Peg3 promoter:
mol | PDI inh | CaV13 ICDI inh | Vif imaging | NR2E3 ag-1 | Shn3 3UTR inh | MITF TRPM1 inh | NR2E3 ag-2 | Peg3 promoter | CF NFkB block | HIF-2a block
CC(=O)NCc1ccc(C(=O)CCl)cc1 | 3 | -7 | -3 | -1 | 3 | 29 | -24 | 53* | 2 | 15

# Remaining list, next part
SMILES,PDI inh,CaV13 ICDI inh,Vif imaging,NR2E3 ag-1,Shn3 3UTR inh,MITF TRPM1 inh,NR2E3 ag-2,Peg3 promoter,CF NFkB block,KKLEB tox,HIF-2a block
O=C(C[C@H]1C[C@H](C(=O)N2CCCCC2)[C@@]2(CCc3ccccc3)c3[nH]c4cc(-c5ccco5)ccc4c3CCN2C1=O)NCCN1CCOCC1,-5,-7,nt,nt,-1,-8,-6,3,37,-6,-9
COc1ccccc1-c1n[nH]c2c1[C@H](C)CC[C@H]2C(C)C,-7,-4,-2,3,-2,0,2,22,-9,-7,18
CN1CCN(S(=O)(=O)c2cccc([N+](=O)[O-])c2)CC1,0,-8,1,-2,-4,-1,-13,6,8,-7,-5
N#Cc1nc(COc2ccc(Cl)cc2)oc1N1CCN(Cc2ccccc2)CC1,2,-2,-3,-1,22,1,-25,25,-5,8,22
COc1cc2c(cc1OC)C(c1ccccc1O)NCC2 (configuration not stated),-5,-5,-4,-1,4,-1,-7,8,3,-7,18
COCCNC(=O)C1(C(F)(F)F)CC(CCCO)CCCO1 (configuration not stated),0,-11,-1,2,-2,-7,-18,-6,-9,7,-8

# Source: PubChem BioAssay (several laboratories)
